Compound activity (PubChem)
GSTO1 inh: blocks human GSTO1 in RBBP9 counter-screen; P78417; recombinant GSTO1, activity-based probe fluorescence polarization; inhibition, % at 5.96 µM; hit rate 1.1% among 300,000; AID 1974;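 active = inhibition above the campaign mean inhibition plus 3 SD, cut at about 35% in these data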;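 note: 0% = GSTO1-1 with DMSO and 100% = wells lacking GSTO1-1 enzyme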
PME-1 inh: PME-1 (human) inhibition | AID 2130 | Q9Y570 | inhibition, % at 5.9 µM | hit rate 0.53% among 320,000 | recombinant PME-1, FP-Rh probe fluorescence polarization;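 active = inhibition above the campaign mean of all compounds plus 3 SD, cut at about 26% in these data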;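 note: competitive labeling of PME-1 active site by serine hydrolase directed probe; 0% = PME-1 with DMSO and 100% = wells lacking PME-1 enzyme; inhibitors block probe labeling so polarization falls and inhibition rises; many of its hits are not listed in these tables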
Target sequence (Q9Y570 whole entry, looked up): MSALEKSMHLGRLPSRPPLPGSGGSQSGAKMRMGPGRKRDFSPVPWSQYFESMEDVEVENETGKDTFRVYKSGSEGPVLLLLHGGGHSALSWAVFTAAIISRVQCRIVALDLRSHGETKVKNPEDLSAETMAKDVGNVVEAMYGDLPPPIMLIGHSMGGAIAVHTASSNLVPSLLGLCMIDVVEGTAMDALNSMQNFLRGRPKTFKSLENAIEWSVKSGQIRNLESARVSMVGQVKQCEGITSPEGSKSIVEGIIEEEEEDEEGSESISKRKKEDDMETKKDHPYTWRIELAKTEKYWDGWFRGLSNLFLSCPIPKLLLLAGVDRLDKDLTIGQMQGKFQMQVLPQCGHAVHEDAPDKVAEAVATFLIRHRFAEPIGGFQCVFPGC
GLD-1 TGE inh: GLD-1-TGE RNA interaction inhibition (C. elegans); Q17339; purified GLD-1 + fluorescein TGE RNA, fluorescence polarization; inhibition, % at 5.96 µM; hit rate 0.44% among 320,000; AID 2280;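 active = percent inhibition above a per-plate cutoff, the plate mean of test compounds plus 3 SD, cut at about 30% in these data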;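 note: 0% = DMSO wells with GLD-1 and probe and 100% = wells lacking GLD-1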
TPT1 inhibitor: inhibitors of Candida albicans tRNA 2'-phosphotransferase TPT1; recombinant caTPT1, FP RNA substrate dephosphorylation; inhibition, % at 5 µM; hit rate 0.81% among 300,000; AID 1962;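 active = inhibition above the mean of all tested compounds plus 3 SD, set per screening campaign, cut at about 24% in these data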;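 note: plate controls were DMSO alone for no effect and ferristatin control at 100 nM for full effect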
BCLXL inh: inhibitors of human Bcl-xL; AID 2129; inhibition, % at 10.9 µM; hit rate 0.7% among 320,000; GST-Bcl-xL / FITC-Bim BH3 peptide fluorescence polarization; Q07817;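 active = inhibition above the mean of all tested compounds plus 3 SD, cutoff set per campaign, cut at about 30% in these data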;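 note: 0% = DMSO wells and 100% = unlabeled Bim-BH3 peptide competitor; inhibitors lower millipolarization by displacing the labeled peptide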
Target sequence (Q07817 whole entry, looked up): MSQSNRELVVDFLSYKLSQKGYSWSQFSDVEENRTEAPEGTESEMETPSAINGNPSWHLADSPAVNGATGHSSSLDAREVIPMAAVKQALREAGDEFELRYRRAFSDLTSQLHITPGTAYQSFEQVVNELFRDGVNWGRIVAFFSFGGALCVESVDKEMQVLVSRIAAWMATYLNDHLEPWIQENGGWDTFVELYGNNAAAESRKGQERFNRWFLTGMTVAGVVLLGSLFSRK
MEX-5 binding: C. elegans MEX-5 TCR-2 RNA binding activity | Q9XUB2 | MEX-5/FITC-TCR2 RNA binding, fluorescence polarization; active compounds read low | activity score (negative = inhibition of binding), % at 10 µM | hit rate 0.38% among 300,000;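 active = inhibition past about -25% in most replicates, and total fluorescence under double the plate's negative control median, limit read from the data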;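 note: 0% = DMSO and -100% = 5 µM competing unlabeled TCR2 RNA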
Target sequence (Q9XUB2 whole entry, looked up): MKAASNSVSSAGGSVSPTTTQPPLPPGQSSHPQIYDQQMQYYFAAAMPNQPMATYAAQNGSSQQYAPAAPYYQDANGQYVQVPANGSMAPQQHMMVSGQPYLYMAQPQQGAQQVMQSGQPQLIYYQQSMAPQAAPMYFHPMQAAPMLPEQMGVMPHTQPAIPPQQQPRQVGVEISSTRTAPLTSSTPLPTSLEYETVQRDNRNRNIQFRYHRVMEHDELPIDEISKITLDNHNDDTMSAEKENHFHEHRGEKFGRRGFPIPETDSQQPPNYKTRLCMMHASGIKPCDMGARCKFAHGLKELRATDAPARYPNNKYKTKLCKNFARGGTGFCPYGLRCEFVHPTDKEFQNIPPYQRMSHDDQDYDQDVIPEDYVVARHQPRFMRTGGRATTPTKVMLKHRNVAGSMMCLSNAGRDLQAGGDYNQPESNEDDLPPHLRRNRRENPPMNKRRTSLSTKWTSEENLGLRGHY
MCL1-BIM inh: inhibitors of human MCL1 binding to BIM-BH3 peptide; Q07820; GST-MCL1 / FITC-Bim-BH3 fluorescence polarization; inhibition, % at 10.9 µM; hit rate 0.68% among 320,000;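 active = inhibition above the mean inhibition of all tested compounds plus 3 SD, set per campaign, cut at about 40% in these data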;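 note: 0% = DMSO wells and 100% = unlabeled Bim-BH3 peptide control; higher means more loss of mP so more displacement of Bim peptide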
Fam108B inh: blocks mouse Fam108B hydrolase in RBBP9 counter-screen. recombinant Fam108B, FP-Rh probe fluorescence polarization. inhibition, % at 9.51 µM. hit rate 0.33% among 300,000;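 active = inhibition above the screen mean inhibition plus 3 SD, computed separately per campaign, cut at about 18% in these data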;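 note: inhibitors lower polarization as less probe binds the enzyme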
PAD4 FP inh: PAD4 (human) enzyme inhibition; recombinant PAD4, RCA probe fluorescence polarization; Q9UM07; AID 485272; inhibition, % at 6.36 µM; hit rate 0.41% among 330,000;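 active = percent inhibition above a cutoff equal to the mean of all tested compounds plus 3 SD, cut at about 15% in these data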;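 note: 0% = PAD4 with RCA probe and DMSO and 100% = probe without PAD4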
* = called active by the depositor; . = not tested or not shown. These rows are one share of the data, so the mix of outcomes need not match the whole.

SMILES	GSTO1 inh	PME-1 inh	GLD-1 TGE inh	TPT1 inhibitor	BCLXL inh	MEX-5 binding	MCL1-BIM inh	Fam108B inh	PAD4 FP inh
COCc1cc(CNC(=O)C2CCC(=O)N(Cc3ccccc3F)C2)[nH]n1 (stereo not drawn)	5	0	6	2	-2	1.9	4	1	-2
CCCN(CC(=O)Nc1ccc(F)c(F)c1F)CC(=O)Nc1c(Cl)cccc1Cl	4	-2	6	-1	-2	-1.1	-1	-4	-4
CCC(=O)Nc1ccc(N2CCCCC2)c(C(=O)Nc2ccc(OC)cc2)c1	11	-2	7	-5	1	-2.0	0	-2	1
CCOC(=O)C1C(=O)NC(N2CCN(c3ccccc3)CC2)=NC1c1ccco1 (stereo not drawn)	8	-5	-2	-2	3	1.1	-5	-2	2
O=C(O)c1ccc2c3n(nc2c1)-c1ccc(Cl)cc1CO3	-1	0	6	4	2	-2.3	1	-2	0
CCCCCC[n+]1c(-c2ccccc2)csc1Nc1ccccc1	2	3	-1	1	2	-1.8	3	4	1
CS(=O)(=O)C1=NSC2=NC(=O)/C(=C\c3ccc(OS(=O)(=O)c4ccccc4)cc3)C(=N)N21	-25	1	-9	6	6	-0.3	6	-5	-1
CC1Cc2ccccc2N1C(=O)CN1C(=O)NC2(CCCCC2)C1=O (stereo not drawn)	.	-1	2	.	5	.	-4	.	3
COc1ccc2nc(NCCNC(=S)NCCCN3CCOCC3)c(C#N)cc2c1	9	-3	-2	-2	12	-2.5	11	-2	0
CCOc1cc(C(=O)NC(=S)Nc2ccc(Cl)c(C(=O)O)c2)cc(OCC)c1OCC	0	-3	0	-3	4	0.0	0	-4	4
O=C(COc1ccc2ccccc2c1)N1CCN(C(=O)c2ccco2)CC1	1	-4	-7	1	0	1.5	-3	2	1
CN(C(=O)COC(=O)/C=C/c1cccs1)c1c(N)n(Cc2ccccc2)c(=O)[nH]c1=O	14	-6	-3	-1	-1	2.3	-17	0	0
CCOC(=O)Cc1csc(SCC(=O)NC2CCC(C)CC2)n1 (stereo not drawn)	0	-1	-1	-2	2	0.1	-1	1	-1
CNc1ccccc1C(C)(C)c1cc(-c2cc(C)cc(C)c2)no1	8	-4	3	1	-1	1.4	-4	0	2
O=C(Cc1ccc(Br)cc1)Nc1ncc([N+](=O)[O-])s1	-14	-5	-1	1	5	-0.4	8	6	-6
NS(=O)(=O)c1c(Sc2ccccc2C(=O)O)ccc2ccccc12	13	-2	12	-3	35*	-2.0	46*	0	-7
Oc1ccccc1N1CCN(c2ccc3ccccc3n2)CC1	2	4	-2	-2	-1	0.0	5	-2	-3
CCOC(=O)c1ccc(NC(=O)CN2C(=O)CNC2=O)cc1	0	2	-6	0	-2	0.1	-12	0	2
Cc1cc(C(=O)N2CCC(C(F)(F)F)n3nccc32)on1 (stereo not drawn)	14	-8	3	-3	5	-4.9	9	1	2
O=C(C1Cc2ccccc2CN1S(=O)(=O)c1cccs1)N1CCCCCC1 (stereo not drawn)	-1	13	4	-1	6	-4.6	7	-3	0
Cc1onc(-c2c(F)cccc2Cl)c1C(=O)OCC(=O)NC(N)=O	11	2	5	1	-1	0.4	-9	-3	6
Cc1cc(C)cc(NC(=O)C2CCN(S(=O)(=O)c3ccc4[nH]c(=O)ccc4c3)CC2)c1	-8	-6	3	0	10	-3.0	3	-4	2
C=CCc1c(C)nc(SC)nc1Nc1ccc(C(=O)O)cc1	-3	-1	-8	-3	5	1.7	8	0	-2
CC1CCC/C(=C\Nc2ccc3c(c2)OCO3)C1=O (stereo not drawn)	23	5	9	-3	5	-1.8	-2	2	-3
CCc1sc(-c2ccccc2)nc1C(=O)OC	2	-4	6	-2	5	-1.0	11	-4	2
Continued.
SMILES	GSTO1 inh	PME-1 inh	GLD-1 TGE inh	TPT1 inhibitor	BCLXL inh	MEX-5 binding	MCL1-BIM inh	Fam108B inh	PAD4 FP inh
CSc1ccc(Cl)c(C(=O)OCC(=O)NC2CC2)c1	0	1	2	0	-2	-0.4	-3	1	-1
CCC1(CC)Cc2ccccc2-c2nc(NCCCO)[nH]c(=O)c21	-7	6	3	2	1	1.6	4	3	-2
CC(NC(=O)c1cc2sccc2n1C)c1ccc2c(c1)OCCO2 (stereo not drawn)	3	1	8	0	3	3.4	178*	-1	-4
CCCC(=O)NNC(=O)CCC(=O)NCc1ccccc1	7	3	7	-3	0	2.3	4	0	-2
O=S(=O)(c1ccc(-n2cnnn2)cc1)N1CCC(N2CCCCC2)CC1	0	-4	-8	1	10	0.2	3	1	-5
Cc1cc(C)nc(SCCN(C)C)n1	5	2	8	2	3	1.8	10	0	-1
Cc1oc(-c2ccccc2F)nc1CS(=O)(=O)CC(=O)NCCCN(C)C1CCCCC1	-8	-6	3	1	5	0.0	7	2	-5
COc1ccc2cc3c(N)nn(C(=O)Cc4ccc(Cl)cc4)c3nc2c1	0	-4	0	-5	4	0.1	5	-2	-1
CCCC1Oc2ccccc2C(=O)N(CC(=O)c2ccc3c(c2)OCCO3)C1=O (stereo not drawn)	-2	0	3	2	2	0.9	-6	-4	-2
CCc1nonc1NC(=O)COc1ccc(Cl)c(C)c1	2	1	2	-4	-15	0.6	-21	-10	-8
CCC(C)C(NC(=O)C1CCC(C)CC1)C(=O)NCCc1ccc(S(N)(=O)=O)cc1 (stereo not drawn)	-3	-5	2	3	0	0.6	-2	0	3
Cn1cccc1CC(=O)NNC(=O)Nc1ccccc1F	.	-3	3	.	7	.	8	.	2
CC(C)c1ccc(NC(=S)NN2CCOCC2)cc1	5	-5	1	2	-1	-0.7	1	3	-2
COc1cccc(C2CC(c3ccc(C)cc3)n3nc(N)nc3N2)c1 (stereo not drawn)	10	-2	9	1	3	1.8	0	1	-3
O=C(COC(=O)CNS(=O)(=O)c1ccccc1)Nc1ncc(Cl)cc1Cl	.	0	9	.	7	.	5	.	-5
COc1ccc(-c2c(-c3ccccc3)c(C(=O)C(=O)NCCCN(C)C)n3ccc4cc(OC)c(OC)cc4c23)cc1OC	1	-3	-2	1	5	-0.5	9	4	-4
COCCN(C(=O)c1ccc(OCC(C)C)cc1)c1c(N)n(Cc2ccccc2)c(=O)[nH]c1=O	-7	6	5	4	-13	-0.5	-17	1	2
Cc1ccc(Cn2cnc3ccccc32)cc1C	1	0	3	-3	2	-1.1	-2	1	2
O=C1c2nc3ccccn3c2C(=O)N1Cc1ccccc1	7	-6	4	-2	8	0.6	-1	-1	3
CN(C)c1ccc(NS(=O)(=O)c2cc3c4c(c2)CC(=O)N4CCC3)cc1	21	8	2	-1	14	-2.8	8	7	2
CC(=O)C1=C(C)NC(=O)NC1c1cccc(O)c1 (stereo not drawn)	-5	1	11	-4	1	1.5	3	1	2
CCc1ccc(-n2nc3ccc(NC(=O)c4ccc5c(c4)OCO5)cc3n2)cc1	-2	-5	2	-2	5	1.6	5	-1	-5
CC1=Nc2ncnn2C(c2ccccc2)/C1=N\O (stereo not drawn)	-1	-11	4	0	9	-0.5	0	4	0
CCOC(=O)c1cc2c(ccn2C)n1CC(=O)N1CCN(c2cccc(C(F)(F)F)c2)CC1	0	2	40*	-5	2	0.5	4	0	-1
Fc1cccc(F)c1CSc1nc2ccccc2[nH]1	-2	-4	11	1	3	0.7	-2	-2	0

Given with values under each structure: entries from further up
Order of results: GSTO1 inh, PME-1 inh, GLD-1 TGE inh, TPT1 inhibitor, BCLXL inh, MEX-5 binding, MCL1-BIM inh, Fam108B inh, PAD4 FP inh
- Fc1cccc(F)c1CSc1nc2ccccc2[nH]1
  -2, -4, 11, 1, 3, 0.7, -2, -2, 0
- CCc1nonc1NC(=O)COc1ccc(Cl)c(C)c1
  2, 1, 2, -4, -15, 0.6, -21, -10, -8

Other compounds follow:
SMILES	GSTO1 inh	PME-1 inh	GLD-1 TGE inh	TPT1 inhibitor	BCLXL inh	MEX-5 binding	MCL1-BIM inh	Fam108B inh	PAD4 FP inh
O=C(c1ccccc1Br)N(Cc1ccccc1)c1ccccc1	-5	4	2	2	2	2.1	-5	-1	-2
CCc1cccc(C)c1NC(=O)C1C2CCC(O2)C1C(=O)O (stereo not drawn)	-2	1	2	-8	-2	2.6	-5	-2	1
Cc1onc(-c2ccccc2)c1-c1nnc(CN2CCN(S(=O)(=O)c3ccccc3)CC2)o1	.	7	3	.	-8	.	-26	.	3
COc1cc(OC)c(NS(=O)(=O)c2cccc(C(=O)OCC(=O)NCC3CCCO3)c2)cc1Cl (stereo not drawn)	-3	3	5	-3	2	-0.4	-2	2	0
O=C(Nc1ccccc1)c1ccc(CSc2ncccn2)cc1	-4	0	-4	1	-8	-2.7	-12	-1	4
O=C(NCc1ccco1)c1ccc(NS(=O)(=O)c2cccc([N+](=O)[O-])c2)cc1	6	-2	6	1	-1	2.4	-8	-2	-3
Clc1ccc(CSc2ccc(-c3cccnc3)nn2)cc1	-2	8	9	1	7	-0.2	11	-1	-1
COc1ccc(/C=N/NC(=O)c2ccc(COc3ccccc3Cl)o2)cc1	-7	-4	2	-1	2	0.0	1	-6	2
CN(C)c1oc(-c2cccs2)nc1C#N	8	-1	1	-2	3	-0.6	2	2	1
CC(C)(C)c1cc[n+](-c2[nH]c(=O)sc2/C=N/N=C(\[O-])c2cccnc2)cc1	-1	5	2	-5	2	-1.5	-1	0	-1
Nc1nc(NCCCN2CCOCC2)nc(Nc2ccccc2F)c1[N+](=O)[O-]	-6	8	3	0	0	2.0	0	2	3
O=C1c2ccccc2C(=O)N1Cc1nc(-c2ccccc2)no1	-2	1	-2	2	1	-0.5	-4	4	-2
CC(C)C(c1nnnn1Cc1ccc(F)cc1)N1CCN(C2CCCCC2)CC1 (stereo not drawn)	0	-2	5	-6	7	0.7	6	4	2
Cc1ccc(C(=S)N2CCN(Cc3ccccc3)CC2)cc1	7	-2	-1	3	8	2.1	6	0	-6
Cc1cc(C)n(CC(O)COc2ccccc2C(=O)Nc2ccccc2)n1 (stereo not drawn)	2	-7	-4	0	4	-1.6	0	-2	-4
Cc1cc(C)n(-c2ccc(C(=O)O)cc2)n1	9	7	5	4	2	-2.7	2	1	-1
CCOC(=O)CNC(=O)C(=O)c1c(O)[nH]c2ccccc12	2	1	3	4	-6	-0.1	2	3	-1
CCOC(=O)C1CCN(C(=O)C2CCN(c3nc4ccc(OC)cc4s3)CC2)CC1	1	1	5	-1	6	-1.0	6	-2	5
CC(=O)NC1CC2CCCC(C1)N2C(=O)Nc1ccccc1 (stereo not drawn)	5	1	-10	5	0	1.7	-4	1	3
COc1cc(OC)cc(C(=O)Nc2ccc(C(=O)c3ccncc3)cc2)c1	-1	-9	-3	-6	-2	-3.1	8	-3	3
Cc1noc(C)c1C(=O)N1CCCC1	-11	7	4	-3	4	3.7	6	8	-4
Cc1ccc(S(=O)(=O)c2nc(-c3ccc(F)cc3)oc2SCC(N)=O)cc1	-8	0	10	0	-1	2.4	-5	-7	1
COc1ncnc2c1ncn2CC1COC(C)(C)O1 (stereo not drawn)	4	0	-4	-3	9	0.8	9	-3	2
CC(=O)Nc1nonc1-c1nc2ccccc2n1CCC#N	3	5	4	3	4	0.4	-1	2	7
Cc1cc(C)cc(N(CC(=O)NCc2cccnc2)S(C)(=O)=O)c1	3	-2	3	-2	1	-2.3	3	2	6
CC(C)CNC(=S)N1CCC(NC(=O)C23CC4CC(CC(C4)C2)C3)CC1	2	-1	4	-3	4	0.4	5	-5	-3
NS(=O)(=O)c1ccc(Oc2ccc(S(N)(=O)=O)cc2)cc1	4	-4	5	4	4	2.6	2	2	-3
CC(C)(C)OC(=O)Nc1ncnc2c1ncn2C1OC(CO)C2OC(C)(C)OC21 (stereo not drawn)	1	-4	-4	2	-4	1.7	-7	-1	3
